MITF inh = MITF inhibitors, primary screen, biochemical, AlphaScreen, human | Microphthalmia-associated transcription factor (Homo sapiens), O75030 | AlphaScreen MITF homodimerization, bead proximity signal | inhibition, % at 2.6 µM | actives 0.91% (n = 650,000) | AID 1259374, 2018; in the data active means inhibition above about 50%;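 further: 0% = vehicle wells with protein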
GPR151 activ = activators of human GPR151, primary screen, cell-based, PathHunter beta-arrestin, luminescence; G-protein coupled receptor 151 (Homo sapiens), Q8TDV0; PathHunter beta-arrestin GPR151 cells; activation, % at 11.2 µM; actives 1% (n = 650,000); AID 1508602, 2020; in the data active means activation above about 4.9%;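 further: 0% = median of compound wells and 100% = cells with positive control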
Target sequence (Q8TDV0 whole entry, looked up): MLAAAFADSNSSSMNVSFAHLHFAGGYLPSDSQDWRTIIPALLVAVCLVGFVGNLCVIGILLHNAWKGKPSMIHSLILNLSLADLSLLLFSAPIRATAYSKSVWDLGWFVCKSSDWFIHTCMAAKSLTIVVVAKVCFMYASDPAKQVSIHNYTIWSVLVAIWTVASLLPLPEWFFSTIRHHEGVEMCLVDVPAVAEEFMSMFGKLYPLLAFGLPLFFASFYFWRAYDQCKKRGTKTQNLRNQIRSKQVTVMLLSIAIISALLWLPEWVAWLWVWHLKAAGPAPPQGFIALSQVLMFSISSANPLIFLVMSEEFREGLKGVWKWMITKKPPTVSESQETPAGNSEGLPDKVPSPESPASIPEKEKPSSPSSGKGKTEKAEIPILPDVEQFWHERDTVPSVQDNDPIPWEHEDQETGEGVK
TEAD-YAP inh = TEAD-YAP interaction inhibition, primary screen, TEAD-YAP interaction inhibitor project, luminescence, HEK-TIYL cells. TEAD-Gal4/YAP UAS-luciferase luminescence. inhibition, % at 9.12 µM. actives 1.4% (n = 640,000); in the data active means inhibition above about 32%;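 further: 0% = median of test compound wells and 100% = reference inhibitor wells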
FBW7 activator = FBW7 E3 ligase activators, primary screen, biochemical, AlphaScreen, human; AID 1259310, 2017; F-box/WD repeat-containing protein 7 (Homo sapiens), Q969H0; normalized activity (activation), % at 26.1 µM; actives 0.13% (n = 650,000); AlphaScreen FBW7–phospho-cyclin E peptide binding, activator screen; in the data active means normalized activity above about 1.9%;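 further: purified mutant Fbw7 with reduced substrate affinity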
Target sequence (Q969H0 whole entry, looked up): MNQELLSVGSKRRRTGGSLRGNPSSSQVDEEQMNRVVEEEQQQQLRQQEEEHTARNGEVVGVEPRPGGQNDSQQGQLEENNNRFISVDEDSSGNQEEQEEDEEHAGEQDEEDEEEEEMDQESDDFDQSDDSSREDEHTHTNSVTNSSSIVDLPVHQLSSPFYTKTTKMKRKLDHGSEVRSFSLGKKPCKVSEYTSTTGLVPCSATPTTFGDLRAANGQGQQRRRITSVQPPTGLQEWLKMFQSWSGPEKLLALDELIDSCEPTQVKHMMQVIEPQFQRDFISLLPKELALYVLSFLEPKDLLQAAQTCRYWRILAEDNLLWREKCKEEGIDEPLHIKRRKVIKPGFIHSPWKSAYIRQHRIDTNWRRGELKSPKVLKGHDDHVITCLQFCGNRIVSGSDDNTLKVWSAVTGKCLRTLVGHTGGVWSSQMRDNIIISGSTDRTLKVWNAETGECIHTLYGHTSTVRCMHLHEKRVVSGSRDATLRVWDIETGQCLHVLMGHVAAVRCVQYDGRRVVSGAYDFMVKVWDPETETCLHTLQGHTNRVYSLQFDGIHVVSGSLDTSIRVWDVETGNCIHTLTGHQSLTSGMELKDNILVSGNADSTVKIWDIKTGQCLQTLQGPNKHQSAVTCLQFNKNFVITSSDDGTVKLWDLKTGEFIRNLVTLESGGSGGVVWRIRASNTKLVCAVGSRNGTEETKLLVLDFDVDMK
An asterisk follows results filed as active. This is a random part of the collection; any-hit rate near 3.4%.

SMILES | MITF inh | GPR151 activ | TEAD-YAP inh | FBW7 activator
COc1ccc(CCNC(=O)CN(Cc2ccccc2)S(=O)(=O)c2ccc(Br)cc2)cc1 | -1 | 0.2 | 4 | -0.2
O=C1C2CCCN2C(c2ccccc2F)N1c1ccc(F)cc1 (stereo unspecified) | 9 | 0.9 | 3 | 0.0
CC(=O)Nc1cccc(C(=O)N2CCCCC2)c1 | 0 | -0.8 | 1 | 0.3
CCOC(=O)c1c(NC(C)=O)sc(Br)c1-c1ccccc1 | -16 | 0.7 | 7 | 0.2
C=CCN1C(=O)N(CC=C)c2cccc3cccc1c23 | -1 | 0.0 | -9 | -0.2
CCNc1nc(NCC)nc(SCCOC(=O)Nc2ccccc2)n1 | -2 | 1.3 | -6 | 0.0
COc1ccc(OCc2cc(C(=O)N3CCC(N4CCCC4)CC3)no2)c(Cl)c1 | 11 | 0.7 | -13 | 0.0
Cc1cccc(NC(=S)NC(=O)COc2ccccc2)c1 | 3 | 0.4 | -27 | -0.1
N#Cc1c(N)nc2sc(C(N)=O)c(N)c2c1-c1cccs1 | -8 | 0.0 | 42* | 0.2
COc1cc(Cl)c(C)cc1NC(=O)c1cn(-c2ccc(F)cc2F)c(=O)c2ccccc12 | 1 | -1.2 | 5 | -0.1
O=c1[nH]c(=O)n(-c2ccccc2)c(O)c1C=Nc1ccc(Cl)cc1[N+](=O)[O-] | 9 | 0.9 | 1 | 0.0
COc1cc(-c2nc3ccccc3c(=O)n2NC(=O)c2ccccc2C)cc(OC)c1OC | 14 | 0.5 | 1 | 1.0
CCCNC(=O)C1CCN(c2ccc(N3CCCC3CO)nn2)CC1 (stereo unspecified) | -19 | 0.4 | -1 | 0.0
O=S(=O)(Nc1ccc(I)cc1)c1ccc2ccccc2c1 | 18 | -2.1 | -13 | 0.4
O=C(CCNS(=O)(=O)c1ccc(Br)cc1)NCCCN1CCCC1 | 9 | -0.6 | 7 | -0.1
CCOC(=O)c1ccccc1NC(=O)c1cc2sccc2n1C | 8 | -0.4 | 12 | -0.1
CC[C@H](C)[C@@H]1NC(=O)[C@H]2CN(C(=O)Oc3ccc(Cl)cc3)CCN2C1=O | -4 | 3.2 | -2 | -0.3
CCCCCCc1c(O)nc(SCCN(CC)CC)[nH]c1=O | -6 | 0.6 | -5 | -0.1
COC(=O)CSc1ncnc2c1cnn2-c1ccc(F)cc1 | 14 | 0.8 | -6 | 0.3
CC(=O)Cc1oc2ccc(O)cc2c1[N+](=O)[O-] | 10 | -1.2 | 6 | 0.0
COc1cccc(/C=N\NC(=O)c2cc(C(C)(C)C)[nH]n2)c1 | -10 | 0.6 | -17 | -0.2
C/C(=N\NC(=O)c1cc(C(C)(C)C)[nH]n1)c1ccccc1O | -6 | -1.0 | -38 | -0.2
Cn1c(SC/C=C/c2ccccc2)nc2sc3c(c2c1=O)CCC3 | 16 | -0.7 | 4 | 1.0
CCOC(=O)C1=C(Cn2nnc(C(=O)OC)c2C(=O)OC)NC(=O)NC1c1ccccc1 (stereo unspecified) | 8 | -0.1 | 0 | -0.2
COC(CNc1ncnc2c1c(-c1ccccc1)cn2-c1ccccc1)OC | -5 | 0.0 | -3 | -0.3
Cc1cnc(C(=O)OCC(=O)N(C(C)C)C(C)C)cn1 | -1 | 0.8 | 3 | 0.1
CC(C)N(C(=O)Cn1c(=O)n(-c2ccccc2)c(=O)c2oc3ccccc3c21)C(C)C | 15 | -0.9 | -2 | -0.1
Cc1cccc(-n2nnnc2SCC(=O)c2ccccc2)c1 | -5 | 0.5 | -33 | -0.1
CCSCCOC(=O)C1=C(C)N(C)C(=O)NC1c1ccc(Cl)cc1 (stereo unspecified) | 7 | 0.9 | 14 | 0.0
O=C(NC1CCCC1)c1nccc2ccccc12 | 9 | 1.3 | 3 | 0.1
COc1ccccc1N1CCN(C(=O)Cn2cnc3scc(-c4ccccc4)c3c2=O)CC1 | 0 | 0.1 | 9 | 0.1
Oc1ccc(-c2ccc(Oc3ccccc3N3CCOCC3)nc2)cc1 | 0 | 1.4 | 2 | -0.2
CCNS(=O)(=O)c1ccc(NC(=S)Nc2ccc([N+](=O)[O-])cc2OC)cc1 | 10 | -1.8 | 4 | 0.0
CC(C)C(=O)Nc1cccc(C(=O)N2CCN(c3ccccc3)CC2)c1 | 18 | 0.0 | -2 | -0.1
COc1ccc(-n2c(=S)[nH]c3cc(C(=O)NCc4ccco4)ccc3c2=O)cc1OC | -7 | 1.1 | 5 | 0.1
O=C(O)c1cc(Nc2c([N+](=O)[O-])c(=O)oc3ccccc23)ccc1O | 7 | 0.4 | 2 | -0.1
Cc1ccc(S(=O)(=O)NCC(c2ccccc2)N2CCCCC2)cc1 (stereo unspecified) | -9 | 1.0 | 7 | -0.1
O=C(Cc1ccccc1F)N1CCC(n2cnc3cccnc32)CC1 | 19 | 1.0 | 1 | 0.1
Cc1ccc(C)c(OCC(=O)Nc2ccc(Cl)c(C(F)(F)F)c2)c1C | -3 | 0.5 | -1 | 0.1
COc1cc(-c2nnc3ccc4ccccc4n23)cc(OC)c1OC | -6 | 1.5 | -35 | 0.1
Cc1[nH]c2ccccc2c1C(c1cccnc1)N1CCN(C)CC1 (stereo unspecified) | -4 | -1.5 | -12 | 0.0
Cc1cc(C)cc(NC(=O)C2CC=CCC2C(=O)O)c1 (stereo unspecified) | 10 | -0.4 | -8 | -0.1
O=C1CCCN1CCOc1ccc(Br)cn1 | 6 | -0.3 | -7 | 0.0
CC(C)Cn1c(SCC(=O)N2c3ccccc3NC(=O)C2(C)C)nnc1-c1ccco1 | 15 | -0.4 | -2 | 0.3
O=C1N(Cc2cccnc2)C[C@@H]2C[C@@H](c3ccc(OCc4ccccc4)cc3)N3CCC[C@@]123 | 1 | 0.2 | 13 | -0.1
COC(=O)c1cc(S(=O)(=O)NC(C)c2ccccc2)cn1C (stereo unspecified) | 5 | -1.2 | -16 | -0.1
O=C1NC2(CCN(C(=O)CCCC(=O)N3CCc4ccccc43)CC2)Nc2ccccc21 | -14 | -0.2 | -10 | -0.1
c1ccc(N2CCOCC2)cc1 | -4 | 1.5 | 9 | -0.1
O=C1C(=O)N(CCc2ccccc2)c2ccccc21 | 6 | 0.5 | 6 | -0.1
CCN(CC)CCNCc1ccc(OCC(O)CN(C)Cc2ccccc2)cc1 (stereo unspecified) | 5 | -1.6 | 8 | 0.1
Cc1ccc(S(=O)(=O)Nc2ccc(O)c(S(=O)(=O)c3ccc(C)cc3)c2)cc1 | 8 | -0.6 | 4 | 0.6
O=C(CCc1ccccc1)Nc1ccc(S(=O)(=O)Nc2nccs2)cc1 | 1 | 0.1 | 6 | 0.2
CC(=O)Nc1ccc(-n2c(/C=C/c3ccc(C(C)(C)C)cc3)nc3cc(Cl)ccc3c2=O)cc1 | 14 | -1.1 | 5 | 0.3
COCCNC(=O)C(C)N1C(=O)c2cccc3cccc1c23 (stereo unspecified) | 9 | 0.6 | -4 | -0.1
CC(=O)c1cccc(NC(=O)c2ccc(N3CC4CC(C3)c3cccc(=O)n3C4)c(NS(=O)(=O)CC34CCC(CC3=O)C4(C)C)c2)c1 (stereo unspecified) | -3 | 1.7 | 5 | -0.2
C[C@H](Cn1nnc2ccccc21)NC(=O)CN1CCCC1=O | 0 | -1.0 | -8 | -0.1
Cc1ccc(S(=O)(=O)NCc2ccc(C(=O)N3CCC4(CC3)OCCO4)cc2)cc1 | -6 | -1.4 | 0 | 0.0
CC1(C)CC(=O)C(C=Nc2ccc([N+](=O)[O-])cc2)=C(O)C1 | 0 | 1.7 | -1 | -0.1
COc1ccc(C2C3=C(CCCC3=O)Nc3[nH]n(-c4ccccc4)c(=O)c32)c(OC)c1OC (stereo unspecified) | -3 | 1.0 | -1 | -0.2
CC1=C(C(=O)Nc2ccc(C)cc2C)C(c2cccc([N+](=O)[O-])c2)NC(=O)N1 (stereo unspecified) | 12 | -1.1 | -1 | 0.1

Continued:
SMILES | MITF inh | GPR151 activ | TEAD-YAP inh | FBW7 activator
COc1ccc(-n2[nH]c(C)c(N=O)c2=O)cc1 | 3 | 0.6 | 39* | -0.1
Cc1ccccc1C(=O)Nc1sc(C)c(C)c1C#N | -14 | 1.0 | -18 | 0.1
CCOc1cc(/C=C2\SC(=S)N(CCS(=O)(=O)O)C2=O)ccc1O | 21 | -0.8 | 12 | 0.0
O=C(/C=C/c1ccco1)N1CCN(c2ccccc2O)CC1 | -1 | 1.4 | 8 | -0.1
COc1cc(C)c(C)cc1S(=O)(=O)NCC1COC2(CCCC2)O1 (stereo unspecified) | -10 | -0.3 | -3 | -0.1
CCOC(=O)C(NS(=O)(=O)c1ccc(Br)cc1)C(O)c1ccccc1 (stereo unspecified) | 9 | 0.3 | 7 | -0.3
COc1ccc(C(=O)COC(=O)COc2cccc(C)c2)c(OC)c1 | 9 | -0.5 | -5 | 0.2
CC(C)(C)c1ccc2c(c1)c1c(n2CCN(Cc2ccccc2)Cc2ccccc2)C(=O)CCC1 | 3 | 0.0 | 3 | -0.1
COC(=O)c1cccc(NC(=O)c2ccc(C)cc2)c1 | -9 | -1.0 | -43 | -0.1
N/C(=N\OC(=O)CCCc1ccccc1)c1ccccc1 | -4 | -0.5 | -6 | 0.3
Cc1cc2cc(CNC(=O)c3cccc([N+](=O)[O-])c3C)ccc2[nH]1 | 2 | -0.7 | 3 | 0.0
O=C(c1cccnc1)N1CCN(C(=O)c2cccs2)CC1 | 9 | 1.2 | 2 | 0.0
COc1ccc(CCNC(=O)c2ccc(Cn3c(SCC(=O)NCc4ccccc4)nc4cc5c(cc4c3=O)OCO5)cc2)cc1OC | -10 | 0.0 | 5 | -0.1
Cc1ccc(NC(=O)C(=O)NN=C2CCCCC2)cc1 | -2 | 0.2 | -2 | 0.2
COc1ccc(C(=O)Nc2c3c(nn2-c2cccc(C)c2C)CSC3)cc1OC | 5 | 0.0 | 3 | -0.1
Cc1nc(CNC(=O)c2cc(COc3c(F)cccc3F)on2)cs1 | -1 | -0.7 | -10 | -0.2
O=C(NNC1OC(CO)C(O)C(O)C1O)c1cccnc1 (stereo unspecified) | -4 | 1.3 | -15 | 0.1
COc1cc(C)c(NC2(c3ccccc3)C(=O)c3ccccc3C2=O)cc1C(C)C | 9 | -0.8 | 10 | 0.5
O=C1CC(c2ccccc2Cl)CC2=C1C(c1ccc(F)cc1)Nc1ccccc1N2 (stereo unspecified) | 15 | 1.2 | 9 | 0.1
Cc1cc(=O)n(-c2cccc(C(F)(F)F)c2)[nH]1 | -1 | -0.1 | -1 | 0.0
CN(C)CCN(C(=O)c1cccc(Oc2ccccc2)c1)c1nc2ccccc2s1 | 12 | -0.9 | -5 | 0.2
O=C(CSc1nnc(N2CCN(c3ccccc3)CC2)s1)N1CCCC1 | 16 | -0.1 | -34 | 0.6
CN(C)CCCN1C(=O)C(=O)/C(=C(\O)c2ccc(F)cc2)C1c1ccco1 (stereo unspecified) | -8 | 0.2 | 1 | -0.2
COC(=O)c1ccccc1NC(=O)c1nc2nc(C)cc(C)n2n1 | 7 | 0.3 | 9 | 0.1
CCOc1cc(OCC)c(C=O)cc1Br | 5 | 6.3* | 0 | 0.0

In the list so far, 16 have an aryl methoxy group:
SMILES | MITF inh | GPR151 activ | TEAD-YAP inh | FBW7 activator
COc1ccc(CCNC(=O)CN(Cc2ccccc2)S(=O)(=O)c2ccc(Br)cc2)cc1 | -1 | 0.2 | 4 | -0.2
COc1ccc(OCc2cc(C(=O)N3CCC(N4CCCC4)CC3)no2)c(Cl)c1 | 11 | 0.7 | -13 | 0.0
COc1cc(Cl)c(C)cc1NC(=O)c1cn(-c2ccc(F)cc2F)c(=O)c2ccccc12 | 1 | -1.2 | 5 | -0.1
COc1cc(-c2nc3ccccc3c(=O)n2NC(=O)c2ccccc2C)cc(OC)c1OC | 14 | 0.5 | 1 | 1.0
COc1cccc(/C=N\NC(=O)c2cc(C(C)(C)C)[nH]n2)c1 | -10 | 0.6 | -17 | -0.2
COc1ccccc1N1CCN(C(=O)Cn2cnc3scc(-c4ccccc4)c3c2=O)CC1 | 0 | 0.1 | 9 | 0.1
CCNS(=O)(=O)c1ccc(NC(=S)Nc2ccc([N+](=O)[O-])cc2OC)cc1 | 10 | -1.8 | 4 | 0.0
COc1ccc(-n2c(=S)[nH]c3cc(C(=O)NCc4ccco4)ccc3c2=O)cc1OC | -7 | 1.1 | 5 | 0.1
COc1cc(-c2nnc3ccc4ccccc4n23)cc(OC)c1OC | -6 | 1.5 | -35 | 0.1
COc1ccc(C2C3=C(CCCC3=O)Nc3[nH]n(-c4ccccc4)c(=O)c32)c(OC)c1OC (stereo unspecified) | -3 | 1.0 | -1 | -0.2
COc1ccc(-n2[nH]c(C)c(N=O)c2=O)cc1 | 3 | 0.6 | 39* | -0.1
COc1cc(C)c(C)cc1S(=O)(=O)NCC1COC2(CCCC2)O1 (stereo unspecified) | -10 | -0.3 | -3 | -0.1
COc1ccc(C(=O)COC(=O)COc2cccc(C)c2)c(OC)c1 | 9 | -0.5 | -5 | 0.2
COc1ccc(CCNC(=O)c2ccc(Cn3c(SCC(=O)NCc4ccccc4)nc4cc5c(cc4c3=O)OCO5)cc2)cc1OC | -10 | 0.0 | 5 | -0.1
COc1ccc(C(=O)Nc2c3c(nn2-c2cccc(C)c2C)CSC3)cc1OC | 5 | 0.0 | 3 | -0.1
COc1cc(C)c(NC2(c3ccccc3)C(=O)c3ccccc3C2=O)cc1C(C)C | 9 | -0.8 | 10 | 0.5
